# NCI-60 one-dose screen, 48 h, at 10 µM unless noted. Numbers give growth in % (100 = growth as untreated, 0 = no growth, -100 = all killed).
# LOX IMVI – LOX IMVI melanoma | AID 1794757 | actives 7.4% (n = 79,000)
# MDA-MB-468 – MDA-MB-468 breast cancer | actives 8.5% (n = 78,000)
# T-47D – T-47D breast cancer. AID 1794792. actives 5% (n = 79,000)
# K-562 – K-562 leukemia; actives 7.4% (n = 78,000); AID 1794777
# MDA-MB-231 – MDA-MB-231 breast cancer. actives 5% (n = 81,000)
# BT-549 – BT-549 breast cancer; actives 4.4% (n = 78,000)
# MCF7 – MCF7 breast cancer | actives 6.3% (n = 82,000)
# HS 578T – HS 578T breast cancer; actives 4.1% (n = 78,000)
# * = called active by the depositor; . = not tested or not shown; & = joins results of further samples; ! = not confirmed by another sample; [ ] = dose if it differs, or a comment. How the source made its calls: active means growth percent below 10; inactive means the rest. Only part of the results is shown. The share of hits here may be higher or lower than overall.
SMILES,LOX IMVI,MDA-MB-468,T-47D,K-562,MDA-MB-231,BT-549,MCF7,HS 578T
CC1[C@H](C)OC(=O)CC(O)CC(O)CC(O)CCC(O)C(O)C[C@]2(O)CC(O)C(C(=O)O)C(CC(OC3O[C@H](C)[C@@H](O)[C@H](N)[C@@H]3O)/C=C/C=C/C=C/C=C/CC/C=C/C=C/[C@H](C)[C@H]1O)O2 (some centres not stated),90,108,108,111,93,105,104,97
O=C(O)Cc1ccc2c(c1)OCO2,95,94,61,123,111,88,90,99
COc1ccc(CCNC2(C#N)CCCCC2)cc1OC,93,103,100,93,108,103,100,109
CCCCCC1(CCBr)C(=O)NC(=O)NC1=O,104,103,106,94,107,90,97,.
COc1cc(OC)c(S(=O)(=O)N(CCCl)CCCl)cc1C(=O)/C=C/c1ccc2c(c1)OCO2,30,78,87,74,79,83,75,64
O=C1OC(c2cccnc2)=N/C1=C\c1ccccc1,85,91,106,131,103,92,93,87
CC1(C)CC(=O)C2=C(C1)N(Nc1ccccc1)c1nc(N)c(C#N)c(N)c1C2c1ccccc1Cl (configuration not stated),100,94,93,88,96,103,89,95
COc1ccccc1N1COOC2(OOC1)C1CC3CC(C1)CC2C3,95,.,97,91,113,97,98,104
CC(=O)O[C@H]1CC[C@H]2[C@@H]3CC=C4c5sc(-c6cccc(Cl)c6)nc5CC[C@]4(C)[C@H]3CC[C@]12C,94,113,103,108,108,105,96,99
CC(C)(C)NCCCN1CC1(C)C (configuration not stated),94,105,108,103,116,.,99,120
NNC(=O)c1ccc(Cl)cc1,102,109,100,91,95,104,96,105
O=C1NC(=O)C(=Cc2cn(C[C@@H](O)Cn3c4ccccc4c(=O)c4ccccc43)c3ccccc23)C(=O)N1,81,93,96,91,79,94,83,96
Brc1ccc2c(c1)c(-c1nc(-c3c[nH]c4ncccc34)cs1)cn2CCN1CCOCC1,67,34,1.1*,24,53,78,18,67
COc1cc([C@@H]2c3cc(O)c(OC)cc3C[C@H]3C(=O)OC[C@@H]23)ccc1O,107,123,97,99,112,.,100,124
CCOC(=O)CC(SP1(=S)OCC2(CCCCC2)CO1)C(=O)OCC (configuration not stated),96,115,100,100,102,103,100,.
N#Cc1c(N2CCNCC2)nc2c(c1C#N)CCCC2,99,98,89,98,94,96,97,98
CC(=O)O[C@H]1CCC2(C)C(=C/C(=N\O)C3C2CCC2(C)C3CC[C@@H]2OC(C)=O)C1 (some centres not stated),92,76,83,10,109,99,97,101
O=P(O)(O)CCl,103,104,102,104,101,105,99,115
CC(C)CCC[C@@H](C)[C@H]1CC[C@H]2[C@@H]3C/C(=N\OC(=O)CCCc4ccc(N(CCCl)CCCl)cc4)C4=CC(=O)CC[C@]4(C)[C@H]3CC[C@]12C,68,80,48,71,78,96,60,94
CC[C@H](C)[C@H](NC(=O)c1ccccn1)C(=O)N(C)[C@H](C[C@@H](OC(C)=O)c1nc(C(=O)N[C@@H](Cc2ccccc2)C[C@H](C)C(=O)OC)cs1)C(C)C,29,-7.1*,81,11,16,24,21,-1.1*
COc1cccc(C=O)c1OC,105,112,96,115,113,.,104,.
C[C@@H](Oc1cc(Cl)c(Cl)cc1Cl)C(=O)O,95,96,.,117,116,76,98,104
O=C1CC2OCC=C3CN4CCC56c7ccccc7N1C5C2C3CC46 (configuration not stated),94,119,106,109,97,.,89,116
CC(=O)O[C@H]1[C@H]2[C@@H](CC[C@H]3C[C@@H](O)CC[C@@]32C)[C@@]2(O)CC[C@H](C(C)=O)[C@@]2(C)[C@@H]1OC(=O)/C=C/c1ccccc1,87,101,83,90,99,99,94,104
Nc1ccc(N)c2c1Oc1ccccc1O2,90,.,98,92,78,98,98,75
S=C=NCCc1ccccc1,32,.,40,20,38,-20*,20,.
O=[N+]([O-])c1ccc(OP(=O)(CCl)N(CCCl)CCCl)cc1 (configuration not stated),98,101,94,97,124,94,92,.
O=S(=O)(O)C(Br)(Br)Br,99,96,104,98,120,91,97,93
O=[N+]([O-])O[C@H]1CO[C@H]2[C@@H]1OC[C@H]2O[N+](=O)[O-],99&100,96&98,96&88,112&101,102&124,100&116,99&110,110&101
COc1cccc2c1c(C(=O)C(=O)Nc1ccn[nH]1)cn2Cc1ccc(F)cc1,103,43,104,.,109,114,92,100
Nc1ncnc2c1ncn2C1OC(COP(=O)(O)CP(=O)(O)O)C(O)C1O (configuration not stated),97,100,97,106,106,108,104,108
CCOc1ccc(C=C(C#N)C#N)cc1,100,107,99,106,100,102,.,68
O=C(CCl)OCCOC(=O)CCl,.,104,97,91,121,91,97,106
CC(=O)O[C@H]1C[C@@H]2OC3C=C(C)CCC3(C)[C@@]1(C)[C@@]21CO1 (some centres not stated),-22*,-40*,-14*,-18*,-34*,-12*,-15*,-6.3*
C=CCCC1(CC(C)C)C(=O)NC(=S)NC1=O,96,94,103,93,112,97,104,98
O=C(c1ccccc1)C(Cc1ccccc1)N1CCOCC1 (configuration not stated),101,112,101,114,99,105,122,.

# Laid out differently: two of the compounds above
SMILES: Nc1ncnc2c1ncn2C1OC(COP(=O)(O)CP(=O)(O)O)C(O)C1O (configuration not stated)
  LOX IMVI = 97 | MDA-MB-468 = 100 | T-47D = 97 | K-562 = 106 | MDA-MB-231 = 106 | BT-549 = 108 | MCF7 = 104 | HS 578T = 108

SMILES: O=C(c1ccccc1)C(Cc1ccccc1)N1CCOCC1 (configuration not stated)
  LOX IMVI = 101 | MDA-MB-468 = 112 | T-47D = 101 | K-562 = 114 | MDA-MB-231 = 99 | BT-549 = 105 | MCF7 = 122 | HS 578T = .

# Following part.
SMILES,LOX IMVI,MDA-MB-468,T-47D,K-562,MDA-MB-231,BT-549,MCF7,HS 578T
CC12COC(=O)CC1CCC1C2CCC2(C)C1CCC2(C)O (configuration not stated),97,110,106,110,101,.,105,110
COc1cc(OC)c(S(=O)(=O)N(CCCl)CCCl)cc1C(=O)/C=C/c1ccc(C)cc1,-24*,69,88,71,35,94,64,57
O=[N+]([O-])c1ccc(C[N+]23CCN(CC2)CC3)cc1,102,.,99,93,116,105,93,102
CCC(=O)OC1CCC2C3CCC4=C(SC(C)=O)C(=O)CCC4(C)C3CCC12C (configuration not stated),97,99,89,93,89,111,96,.
O=C(NC(=O)c1c(F)cccc1F)Nc1cc(Cl)c(F)c(Cl)c1F,93,86,95,87,107,137,94,130
O=C1C=C2C(=CCOC2O)O1 (configuration not stated),1.4*,-56*,14,.,66,53,13,50
CC12CCC3C(CCC4CC(O)CCC43C)C1CC(CO)C2=O (configuration not stated),.,100,96,99,106,97,109,.
O=[N+]([O-])c1ccc(Cl)c([N+](=O)[O-])c1,88,92,97,122,91,101,103,102
C[C@H]1[C@@H](Oc2ccc(-c3cn(-c4ccnc5cc(Cl)ccc45)nn3)cc2)O[C@@H]2OC3(C)CC[C@H]4[C@H](C)CC[C@@H]1[C@@]24OO3,11,37,26,22,49,25,19,33
COc1cc(N(CCCl)CCCl)c(OC)cc1/C=N\Nc1nnc(C)n1N,91,107,93,82,107,102,98,95
NC1=NCC(c2ccccc2)O1 (configuration not stated),113,.,93,87,98,101,89,141
CC1(C)N=C(N)N=C(N)N1c1ccc(OCCCNC(=O)Nc2cccc(S(=O)(=O)F)c2)c(Cl)c1,19,29,85,29,76,81,32,73
CC[C@@]12CC(C(=O)OC)=C3Nc4cc5c(cc4[C@@]34CCN(C[C@H]3O[C@H]31)[C@@H]24)[C@@H]1[C@H](O5)[C@@H](O)[C@@]2(CC)CC(C(=O)OC)=C3Nc4cc(OC)ccc4[C@@]34CCN1[C@@H]24,-65*,-56*,26,2.7*,18,-17*,2.2*,-6.2*
CC(Cl)CN(C)Cc1ccccc1 (configuration not stated),88,101,87,.,98,118,96,104
CC(C)c1ccc(C(=O)CN2CCOCC2)c(C(C)C)c1,97,107,93,96,111,104,94,107
CC(C)NCc1ccc2c(c1)OCO2,109,107,106,.,120,101,92,119
O=C1C(NC(=O)C2CCCCC2)=C(N2CC2)C(=O)C(NC(=O)C2CCCCC2)=C1N1CC1,87,89,79,96,94,82,80,104
CC(C)C[C@H](N)C(=O)O,107,106,108,107,97,124,107,96
C[n+]1c(-c2ccccc2)ccc2ccccc21,94,33,90,82,105,.,93,91
CC(C)(C)N(Cc1ccccc1)N=O,94,93,97,101,92,102,98,109
CCCCC(C)N=C=S (configuration not stated),103,108,.,108,.,101,106,107
CCC[C@H]1CCCCN1,100,104,93,95,101,101,94,94
Cn1cc(-c2csc(-c3cn(CCCCN4CCCCC4)c4ccc(F)cc34)n2)c2cccnc21,76,93,82,-76*,71,81,-56*,68
N/C(=N\N=C\c1ccc(-c2ccccc2)cc1)N[N+](=O)[O-],42,20,36,15,66,52,14,44
CN(C)CCc1ccc(OC(=O)c2ccc([N+](=O)[O-])cc2)cc1,101,102,96,84,112,96,105,.
COC(=O)[C@@H](C)C[C@H](Cc1ccccc1)NC(=O)c1csc([C@@H](C[C@H](C(C)C)N(C)C(=O)[C@@H](NC(=O)[C@H]2CCCCN2C)c2ccc(F)cc2)OC(C)=O)n1,7.6*,2.9*,46,2.4*,-9.8*,0.4*,22,1.1*
CC1=C2C(=C[C@@](C)(COC(=O)c3ccc(S(=O)(=O)F)cc3)[C@@H]2OC(=O)c2ccc(S(=O)(=O)F)cc2)C(=O)[C@](C)(O)C12CC2,6.8*,-77*,-20*,24,1.4*,-90*,6.3*,33
CC(C)(N)Cc1ccc(N)cc1,99,107,101,118,106,102,90,88
CC1OC(=O)C(C(C)C)NC(=O)C(C(C)C)OC(=O)C(C(C)C)NC(=O)C(C)OC(=O)C(C(C)C)NC(=O)C(C(C)C)OC(=O)C(C(C)C)NC(=O)C(C)OC(=O)C(C(C)C)NC(=O)C(C(C)C)OC(=O)C(C(C)C)NC1=O (configuration not stated),-26*,.,-15*,-38*,-68*,-42*,-32*,-64*
CC1(C)CN1P(=O)(N1CC1(C)C)N1CC1(C)C (configuration not stated),103,106,107,109,107,105,93,94
CCOC(=O)N(C)N=O,105,94,112,116,109,108,102,98
CC(C)N(C(=O)C(Cl)Cl)C(C)C,106,111,106,100,110,117,96,112
CC1(C)C(C(=O)c2cn(CCCCF)c3ccccc23)C1(C)C,93,103,79,71,94,100,89,88
COc1cc(/C=C(/C)[N+](=O)[O-])ccc1O,-73*,-90*,-40*,1.7*,51&66,95&80,1.8*,-9.0*!
C#Cc1cccc(NC(=O)C2CCN(S(=O)(=O)F)CC2)c1,.,113[8.25 µM],101[8.25 µM],98[8.25 µM],103[8.25 µM],124[8.25 µM],94[8.25 µM],109[8.25 µM]
C1CNC2CCCC2C1 (configuration not stated),101,97,108,112,118,102,100,111
O=C1c2ccccc2-n2c(n[nH]c2=O)[C@@H]2CCCN12,98,95,84,104,109,98,99,97
CCCCCCC(=O)NC1=C(N2CC2)C(=O)C(NC(=O)CCCCCC)=C(N2CC2)C1=O,34,23,11,71,25,28,19,88
CCCCCCCOC(N)=O,96,96,91,92,111,99,111,100
CS(=O)c1ccc([N+](=O)[O-])cc1[N+](=O)[O-] (configuration not stated),105,103,104,107,98,105,98,100
Nc1ccc(OCCCCNC(=O)c2ccc(S(=O)(=O)F)cc2)c(Cl)c1,95,92,88,109,109,109,88,102
Cc1ccc(NC(=O)CBr)cc1,50,99,98,71,95,139,93,107
[O-][n+]1ccn(O)c1CCl,95,99,105,112,103,106,103,103
O=NN1CCCc2cccc(O)c21,24,68,77,9.4*,79,54,27,46
O=C(O)C(Cl)(Cl)C(F)(F)F,106,106,106,.,102,97,100,96
CC[C@H](C)[C@H](NC(=O)[C@H]1CCCCN1C)C(=O)N(C)[C@H](CC(=O)c1nc(C(=O)N[C@@H](Cc2ccccc2)C[C@H](C)C(=O)O)cs1)C(C)C,47,62,65,32,88,63,23,72
O=C1C(=O)c2ccccc2-c2ccccc21,-58*,-86*,-50*,-37*,-39*,-75*,-66*,-20*
COC(C(=O)O)(c1ccccc1)c1ccccc1,.,90,102,94,.,106,92,.

# A second format for 4 compounds above:
> COC(C(=O)O)(c1ccccc1)c1ccccc1
  LOX IMVI: .
  MDA-MB-468: 90
  T-47D: 102
  K-562: 94
  MDA-MB-231: .
  BT-549: 106
  MCF7: 92
  HS 578T: .

> [O-][n+]1ccn(O)c1CCl
  LOX IMVI: 95
  MDA-MB-468: 99
  T-47D: 105
  K-562: 112
  MDA-MB-231: 103
  BT-549: 106
  MCF7: 103
  HS 578T: 103

> O=C1C(=O)c2ccccc2-c2ccccc21
  LOX IMVI: -58*
  MDA-MB-468: -86*
  T-47D: -50*
  K-562: -37*
  MDA-MB-231: -39*
  BT-549: -75*
  MCF7: -66*
  HS 578T: -20*

> O=NN1CCCc2cccc(O)c21
  LOX IMVI: 24
  MDA-MB-468: 68
  T-47D: 77
  K-562: 9.4*
  MDA-MB-231: 79
  BT-549: 54
  MCF7: 27
  HS 578T: 46

# Continued.
SMILES,LOX IMVI,MDA-MB-468,T-47D,K-562,MDA-MB-231,BT-549,MCF7,HS 578T
Clc1ccc(CSC(Cn2ccnc2)c2ccc(Cl)cc2Cl)cc1 (configuration not stated),18,-2.4*,29,10,65,4.3*,21,63
CN1CC2CCC(C1)C2=O,98,106,102,93,124,89,102,108
COC1=CC(=O)O[C@@H](/C=C/c2ccc3c(c2)OCO3)C1,98,103,93,94,107,95,100,95
C=CCOC(=O)N1CC1,100,98,104,106,101,99,98,113
CCCOC(C(=O)OCCN(CC)CC)(c1ccccc1)c1ccccc1,99,98,91,92,99,110,96,95
COc1ccccc1N1CCN(C(C)(C)C)CC1,89,106,88,105,92,94,102,109
CNC(=O)Oc1cc(C)c(OC(=O)NC)cc1C,97,115,88,79,111,.,98,91
COc1ccc2c(c1O)[C@]13CCN(C)[C@H](C2)[C@@H]1CCC(=O)C3,108,.,102,100,113,103,94,102
CC(C)CNC(=O)CCl,91,102,97,100,104,112,101,100
Cc1c(CCN)ccc2c1[nH]c1ccccc12,65,55,66,103,26,71,69,93
O=[N+]([O-])c1ccc(OCc2ccc(S(=O)(=O)F)c(Cl)c2)c(Cl)c1,93,121,97,99,86,92,93,95
NC(=O)c1cc([N+](=O)[O-])c(Cl)c([N+](=O)[O-])c1Cl,-50*,-85*,-37*,8.1*,1.5*,68,-44*,.

# Bioassay records from PubChem.
